Compound activity as filed in PubChem.
CHT block: inhibits the human high affinity choline transporter. Q9GZV3. CHT-expressing cells, membrane potential dye, choline response; hits give low values. B-score at 10 µM. 310,000 tested, 0.86% active;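 active means B-score over 3 SD under the library average, and starting fluorescence ratio not unusually high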;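 further: choline stimulus applied at its EC90 after an EC20 pre-addition; B-score computed on integrated fluorescence ratio after choline addition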
Target sequence (Q9GZV3 whole entry, looked up): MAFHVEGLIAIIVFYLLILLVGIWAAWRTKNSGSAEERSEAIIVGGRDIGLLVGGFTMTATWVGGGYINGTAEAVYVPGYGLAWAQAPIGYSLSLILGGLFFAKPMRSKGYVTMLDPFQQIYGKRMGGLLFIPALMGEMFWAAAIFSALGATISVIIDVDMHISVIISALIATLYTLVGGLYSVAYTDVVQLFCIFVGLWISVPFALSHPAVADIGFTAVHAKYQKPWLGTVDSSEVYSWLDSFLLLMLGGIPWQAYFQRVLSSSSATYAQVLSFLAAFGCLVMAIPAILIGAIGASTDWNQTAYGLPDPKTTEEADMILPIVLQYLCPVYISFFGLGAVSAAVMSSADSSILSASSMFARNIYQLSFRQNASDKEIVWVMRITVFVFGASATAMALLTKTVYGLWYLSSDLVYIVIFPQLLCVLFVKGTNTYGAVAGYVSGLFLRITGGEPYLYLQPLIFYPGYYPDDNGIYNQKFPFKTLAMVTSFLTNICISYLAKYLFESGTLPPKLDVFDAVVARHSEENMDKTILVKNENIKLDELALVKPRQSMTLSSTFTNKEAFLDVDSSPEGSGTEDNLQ
Kir21 inh: inhibitors of mouse Kir2.1 inward-rectifier potassium channel | B-score at 10 µM | HEK293-Kir2.1, FluxOR thallium flux fluorescence; hits give low values | 310,000 tested, 0.85% active | P35561 | AID 1672;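 active means fluorescence ratio B-score at or below minus 3 SD of library scores, with starting-brightness B-score within 2 SD, cut at about -4.2 in these data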;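 further: channel flux triggered by added potassium and thallium sulfate stimulus; B-score of peak minus minimum fluorescence over baseline after thallium stimulus; more negative B-score means stronger Kir2.1 block with less thallium influx; some compounds called inactive have numbers as strong as hits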
Target sequence (P35561 whole entry, looked up): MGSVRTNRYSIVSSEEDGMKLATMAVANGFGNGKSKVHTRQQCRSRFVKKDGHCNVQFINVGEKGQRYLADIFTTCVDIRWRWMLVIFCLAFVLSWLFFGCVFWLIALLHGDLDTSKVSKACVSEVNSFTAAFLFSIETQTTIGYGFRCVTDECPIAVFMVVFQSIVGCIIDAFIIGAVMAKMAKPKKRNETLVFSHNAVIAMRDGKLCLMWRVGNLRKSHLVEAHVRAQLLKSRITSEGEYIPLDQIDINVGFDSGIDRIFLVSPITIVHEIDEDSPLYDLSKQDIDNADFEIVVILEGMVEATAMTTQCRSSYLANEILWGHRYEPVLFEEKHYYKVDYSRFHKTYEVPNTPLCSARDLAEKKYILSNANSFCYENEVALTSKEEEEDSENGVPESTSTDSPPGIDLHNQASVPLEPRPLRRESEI
* hit, by the source's call; i = inactive; · = not tested or not shown; & = joins results of further samples.

Values run as follows: Kir21 inh, CHT block
> CCOC(=O)c1ccc(NC(=S)NCc2ccccc2)cc1
 : 0.58, i
> C=C(C)c1cccc(C(C)(C)NC(=O)Nc2ccc(C(C)=O)cc2)c1
 : -0.16, i
> O=C(CSc1ccccc1)NCCc1ccc(F)cc1
 : -1.31, i
> Cn1cc(CN2CCCC(C(=O)c3ccc(-c4ccccc4)c(F)c3)C2)cn1 (stereo unspecified)
 : -1.28, i
> O=C(Cn1cc(C(=O)C(F)(F)F)c2ccccc21)NCc1ccco1
 : 0.23, i
> CCCCCn1c(SCCc2ccccc2)nc2c1c(=O)[nH]c(=O)n2C
 : 0.08, i
> Cn1ncc(Br)c1C(=O)N1CCCCCC1
 : 0.71, i
> Clc1ccc(C2[C@H]3CN(Cc4ccc(-c5ccccc5)cc4)[C@H](c4ccccc4)C34CC2(c2ccccc2)C4)cn1 (stereo partly specified)
 : 0.01, i
> Cc1ccc(S(=O)(=O)N(C)c2ccc(C(=O)N3CCOCC3)cc2)cc1
 : 0.97, i
> Cc1cc(Nc2cccc(F)c2)nc(-c2ccccc2O)n1
 : 1.13, i
> O=C(CNC(c1ccccc1)c1ccccc1)Nc1ccccc1Br
 : -0.87, i
> CCOC(=O)c1c(C)c(C(=O)NCc2ccc3c(c2)OCO3)c(C)n1C
 : -0.41, i
> CCOc1ccccc1C1C(C#N)=C(N)Oc2n[nH]c(CC)c21 (stereo unspecified)
 : -2.22, i
> O=C(CCC(=O)n1ncc2ccccc21)NCc1ccc(F)cc1
 : 1.24, i
> CCOc1ccc(/C=C2\SC(=S)N(CCCC(=O)NCCCN3CCOCC3)C2=O)cc1
 : -1.15, i
> COc1cc(NS(=O)(=O)c2cc3[nH]c(=O)c(=O)[nH]c3cc2C)cc(OC)c1OC
 : -1.01, i
> O=C(Nc1ccc(F)cc1)c1ccc2nsnc2c1
 : 1.38, i
> COc1cc(C2c3c(oc4ccccc4c3=O)C(=O)N2c2nccs2)ccc1O (stereo unspecified)
 : -0.24, i
> N=c1c(S(=O)(=O)c2ccccc2)cc2c(=O)n3ccccc3nc2n1CC1CCCO1 (stereo unspecified)
 : ·, i
> COc1ccc(CCn2c(C)cc(C(=O)CSc3nnnn3C)c2C)cc1
 : 2.32, i
> CCS(=O)(=O)N1Cc2ccccc2CC1C(=O)NCC12CC3CC(CC(C3)C1)C2 (stereo unspecified)
 : 0.78, i
> CC(C)CC1Nc2ccc(C(=O)NCCCN3CCOCC3)cc2NC1=O (stereo unspecified)
 : -0.7, i
> O=C(O)c1ccc(N/N=C/c2ccc(-c3ccc(Br)cc3)o2)cc1
 : 0.19, i
> S=C(Nc1ccc(Cl)c(Cl)c1)N1CCN(c2ccccn2)CC1
 : 1.77, i
> COc1ccc(Cc2nc3ccccc3[nH]2)cc1OC
 : 1.37, i
> Cc1ccc(SC(C)C(=O)Nc2ccc(S(=O)(=O)N3CCOCC3)cc2)cc1 (stereo unspecified)
 : 1.05, i
> Cc1ccc2oc3c(c(=O)c2c1)C(c1cccc(O)c1)N(c1ccccn1)C3=O (stereo unspecified)
 : -0.05, i
> CC(C)(C)OC(=O)N1CCN(C(=O)c2[nH]cnc2C(=O)NCC(=O)OCc2ccccc2)CC1
 : -0.64, i
> O=c1c2ccccc2nc(SCc2ccccc2F)n1C1CCCC1
 : -1.53, i
> Cc1ccccc1/C=C\c1nc2ccccc2c(=O)n1Cc1ccccc1
 : -0.05, i

Complete entries, quoted from the list:
Cc1ccc2oc3c(c(=O)c2c1)C(c1cccc(O)c1)N(c1ccccn1)C3=O (stereo unspecified) reads Kir21 inh: -0.05; CHT block: i
CCOc1ccc(/C=C2\SC(=S)N(CCCC(=O)NCCCN3CCOCC3)C2=O)cc1 reads Kir21 inh: -1.15; CHT block: i

Additional records follow:
Values run as follows: Kir21 inh, CHT block
> Cc1ccc(-c2nc3[nH]c(=O)cc(NC(=O)c4cccs4)n3n2)cc1
 : -0.07, i
> CC1CCCCC1NC(=O)CC1Oc2ccccc2NC1=O (stereo unspecified)
 : 0.57, i
> COc1ccc(NC(=O)CC2C(=O)N(c3ccc(Cl)cc3)C(=S)N2CCc2ccncc2)cc1 (stereo unspecified)
 : 1.58, i
> Cc1cc(=O)[nH]c(SCC(=O)c2ccc(F)c(C)c2)n1
 : 0, i
> COc1cc(/C=C2\C(=N)N3N=C(N4CCOCC4)SC3=NC2=O)ccc1OC(=O)c1ccccc1
 : -2.79, i
> CSc1ccc(/C=N\Nc2nncn2N)cc1
 : -0.96, i
> CCCN(CC(=O)Nc1ccccc1C)C(=O)c1ccc(Cl)c(S(=O)(=O)N2CCCC2)c1
 : 2.19, i
> CCN(CC)C(=O)N1CCC(NC(=O)Cc2ccccc2)CC1
 : -0.71, i
> Cc1cc(C(=O)CN2C(=O)C(=O)N(C3CCCC3)C2=O)c(C)n1-c1ccc(F)cc1
 : 1.44, i
> COC(=O)c1ccc2c(c1)S(=O)(=O)NC(=NCCCN1CCOCC1)S2
 : -0.85, i
> O=C(COC(=O)c1cc[n+]([O-])cc1)Nc1ccccc1Sc1ccccc1
 : -0.12, i
> CCCC1(c2ccccc2)NC(=O)N(CC(=O)Nc2cc(S(=O)(=O)N3CCOCC3)ccc2Cl)C1=O (stereo unspecified)
 : -1.23, i
> COc1cc(/C=N/NC(=O)C(C)Nc2n[nH]c(=O)[nH]c2=O)ccc1O (stereo unspecified)
 : 0.74, i
> Cc1ccc(C(=O)N/C(=C/c2cccs2)C(=O)N2CCCCCC2)cc1
 : 1.52, i
> COCc1nnc(NS(=O)(=O)c2ccc(F)cc2)s1
 : 1.14, i
> Cc1ccc(C(=O)N/C(=C\c2cccs2)C(=O)NCCCn2ccnc2)cc1
 : 0.8, i
> CC(=O)c1ccc(NC(=O)CSc2nc(=O)cc(N)n2-c2ccccc2)cc1
 : 0.28, i
> CC(NC(=O)c1ccccc1F)c1nnc(SCC(=O)Nc2nccs2)n1C (stereo unspecified)
 : 0.97, i
> COCC1CCN(Cc2cn[nH]c2-c2cc3ccccc3o2)C1 (stereo unspecified)
 : 0.23, i
> Cc1cc(NS(=O)(=O)c2ccc(NC(=O)COc3ccc(Cl)cc3Cl)cc2)no1
 : 1.5, i
> COc1cc(NC(=O)COc2ccccc2[N+](=O)[O-])ccc1NC(=O)c1ccco1
 : -0.03, i
> CC(C)N1C(=O)/C(=C\c2nc3ccccc3c(=O)n2-c2ccccc2)c2ccccc21
 : -2.57, i
> Cc1ccccc1CC1SC(N)=NC1=O (stereo unspecified)
 : 0.92, i
> Cc1cc(=O)n2nc(N3CCC(C(=O)NCCc4ccc(Cl)cc4)CC3)sc2n1
 : 0.89, i
> CCC(=O)Nc1sc2c(c1C#N)CC(C)(C)NC2(C)C
 : -0.06, i
> O=C(O)c1cccc(Nc2nc3ccccc3nc2NS(=O)(=O)c2cccs2)c1
 : -0.64, i
> COC(=O)c1sccc1S(=O)(=O)NC(C)c1cnn(-c2ccc(OC)cc2)c1C (stereo unspecified)
 : 0, i
> COc1ccccc1N1CCN(C(CNC(=O)C2CCCCC2)c2cccnc2)CC1 (stereo unspecified)
 : -0.9, i
> Cc1c(=O)n(OCc2ccc(Cl)cc2)c2ccccc2[n+]1[O-]
 : 0, i
> Cc1ccc(NC(=O)C2CC(=O)NC(Nc3cccc(C)c3)=N2)cc1 (stereo unspecified)
 : -0.53, i
> Cc1ccc(-c2cc(C#N)c(=O)n(Cc3c(Cl)cccc3Cl)c2)cc1
 : 0.29, i
> Cc1ccc(NC(=O)CC(O)(C(F)(F)F)C(F)(F)F)cc1
 : 2.65, i
> CC(C)(C)NC(=O)COC(=O)c1ccc(Cl)nc1
 : 1.16, i
> COC(=O)C(C)Oc1ccc(=O)[nH]n1 (stereo unspecified)
 : 0.03, i
> Cc1ccc(OCCC(=O)NCCc2ccc(S(N)(=O)=O)cc2)cc1
 : -0.2, i
> COc1ccc(C2c3c(oc4ccccc4c3=O)C(=O)N2CCCN2CCOCC2)cc1 (stereo unspecified)
 : 0.76, i
> Cc1cc(C)cc(N2CC34C=CC(O3)C(C(=O)OCC(=O)NCc3ccco3)C4C2=O)c1 (stereo unspecified)
 : 0.81, i
> CCOC(=O)C1=C(C)N(c2ccc(C)cc2)C(=O)/C1=C\c1ccc(O)c(OC)c1
 : -0.36, i
> CCOC(=O)CNC(=S)SC
 : 0.22, i
> CC(=O)Oc1ccc(C(C)=O)c2c1OCCO2
 : 0.7, i
> Cc1ccc2c(c1)C(=C(C#N)C#N)C(=O)N2CCN1CCCCC1
 : 0.33, i
> CCN(CC)C(=S)SCC(=O)Nc1nc(-c2ccccc2)c(-c2ccccc2)o1
 : 0, i
> O=C(c1cccnc1)N1C2C=CC(C2)C1(C(F)(F)F)C(F)(F)F (stereo unspecified)
 : 0.41, i
> Cc1ccc(C(=O)Nc2nnc(COc3ccccc3)s2)cc1
 : 0.25, i
> CCC(=O)Nc1ccc(C(=O)CSc2nnc(-c3ccc(NS(=O)(=O)CC)cc3)o2)cc1OC
 : -0.36, i
> O=C(CC1SC(N2CCCC2)=NC1=O)Nc1ccc(C(=O)NCCc2ccc(F)cc2)cc1 (stereo unspecified)
 : -0.09, i
> CC(=O)NC(Cc1cccc(F)c1)C(=O)NC1CCN(C(=O)Nc2ccc(C)cc2)CC1 (stereo unspecified)
 : 0.45, i
> Cc1ccc(S(=O)(=O)N2CCCCC2C)cc1[N+](=O)[O-] (stereo unspecified)
 : 1.09, i
> Cc1ccc(/C=N/NC(=O)c2ccco2)s1
 : 0.68, i
> Cn1c(=O)c2cc(S(=O)(=O)NC(Cc3ccccc3)C(=O)NCc3ccco3)ccc2n(C)c1=O (stereo unspecified)
 : -0.7, i
> CCN(CC)c1ccc(-n2c(O)c(C=C3N=c4ccccc4=N3)sc2=S)cc1
 : 0.24, i
> O=C(NCc1nc2ccccc2[nH]1)c1cc2ccccc2oc1=O
 : -2.94, i
> COc1ccc(CNS(=O)(=O)c2ccc3c(c2)CC(C)N3C(=O)C2CC2)cc1 (stereo unspecified)
 : 0, -4.99*
> Cc1nc(-c2noc(-c3ccc(Cl)cc3)n2)c(C(F)(F)F)o1
 : 1.18, i
> COc1ccc(OC)c(CCNC(=O)c2ccc3c(c2)N(Cc2ccc(F)cc2)CCS3)c1
 : 0.59, i
> Fc1ccc(N2CCN(Cc3cnc(N4CCOCC4)s3)CC2)cc1
 : 1.91, i
> COc1ccc(C2c3[nH]c4ccccc4c3C[C@H]3C(=O)N(CC(C)C)CC(=O)N23)c(OC)c1 (stereo partly specified)
 : 1.04, i
> CC(C)Cc1nnc(NC(=O)c2cc(-c3ccccc3)nc3ccccc23)s1
 : 0.48, i
> O=C(CCn1cnc2ccccc21)N=Nc1c(O)[nH]c2ccccc12
 : 0.11, i
> NS(=O)(=O)c1ccc(CCNC(=O)CSc2nc3ccsc3c(=O)n2CC2CCC(C(=O)O)CC2)cc1 (stereo unspecified)
 : 3.31, i

Following part:
Values run as follows: Kir21 inh, CHT block
> CC(=O)Nc1ccc(C)c([N+](=O)[O-])c1
 : -1, i
> COc1cccc(CN(C)C(=O)c2[nH]c(C)c(C(C)=O)c2C)c1OC
 : 0.13, i
> O=C(N/N=C/c1ccncc1)/C(=C/c1ccccc1)NC(=O)c1ccccc1
 : 0.59, i
> O=S1(=O)CC(N2CCCCC2)C(N2CCCCC2)C1 (stereo unspecified)
 : -0.14, i
> CCCC(c1nnnn1C(C)(C)CC)N(CCCO)Cc1cc2cc(C)cc(C)c2[nH]c1=O (stereo unspecified)
 : 0.01, i
> Cc1ccc(C(=O)C(C)OC(=O)Cn2[nH]c(=O)c3ccccc3c2=O)cc1C (stereo unspecified)
 : -1.72, i
> CCS(=O)(=O)CCSC(=N)N
 : -0.07, i
> Cc1n[nH]c(=O)c2c(NC(=O)CSc3nc4ccccc4c(=O)n3C(C)C)oc(C)c12
 : 0.24, -10.2*
> CCOC(=O)c1sc(NC(=S)NC(=O)C23CC4CC(CC(C4)C2)C3)cc1C
 : -1.44, i
> CCCN1Cc2cccc(C(=O)NCc3ccc(C)cc3)c2C1=O
 : -0.68, i
> CCC/C=N/NC(=O)c1cccc(Br)c1
 : -1.21, i
> Cc1noc(/C=C/N(C)C)c1S(=O)(=O)N1CCCC(C(=O)Nc2ccccc2F)C1 (stereo unspecified)
 : -0.23, i
> OCC1(Cc2cccc(C(F)(F)F)c2)CCN(Cc2cc3ccccc3o2)CC1
 : 0.39, i
> CN1CCCN(C(=O)CC2(CC(=O)O)CCCC2)CC1
 : 0.17, i
> CCOC(=O)c1c(NC(=O)c2nn(CC)cc2Br)sc2c1CCCCC2
 : 0.05, i

Reformatted as labelled records: entries from further up
Cc1n[nH]c(=O)c2c(NC(=O)CSc3nc4ccccc4c(=O)n3C(C)C)oc(C)c12
- Kir21 inh: 0.24
- CHT block: -10.2*
CCOC(=O)c1sc(NC(=S)NC(=O)C23CC4CC(CC(C4)C2)C3)cc1C
- Kir21 inh: -1.44
- CHT block: i
CCCN1Cc2cccc(C(=O)NCc3ccc(C)cc3)c2C1=O
- Kir21 inh: -0.68
- CHT block: i
CCC/C=N/NC(=O)c1cccc(Br)c1
- Kir21 inh: -1.21
- CHT block: i

More results
Values run as follows: Kir21 inh, CHT block
> Cc1nc2nc(-c3ccco3)[nH]n2c(=O)c1C
 : -0.81, i
> CC(Oc1ccc2oc(-c3ccccc3)c(C(=O)O)c2c1)C(=O)O (stereo unspecified)
 : -0.05, i
> O=C(NC1CCC(C(=O)O)CC1)OCc1ccccc1 (stereo unspecified)
 : -0.62&1.42, i
> NC(=O)[C@@H]1CCCN1Cc1nc(-c2cccs2)no1
 : 0.9, i
> CCOc1cc(C(=S)N2CCCC2)ccc1OCC(=O)Nc1c(C)cc(C)cc1C
 : -0.14, i
> COc1ccccc1NC(=O)C(C)OC(=O)/C(=C/c1ccccc1)NC(C)=O (stereo unspecified)
 : -0.97, i
> CC(=O)Nc1ccc(NC(=O)CSC2=NS(=O)(=O)c3ccccc3N2)cc1
 : 1.78, i

An unsorted share of the library; 1.6% or so of the library scored in one or more.
